Bioassay records deposited in PubChem BioAssay by National Center for Advancing Translational Sciences (NCATS).
EPAC2 antagonist – EPAC2 (human) antagonism | Q8WZA2 | EPAC2 GEF exchange of Rap1B-BODIPY-GDP, fluorescence | Potency, µM (top dose mostly 114 µM), for the others: top-dose activity, negative = inhibition, usual class: inhibitors | 360,000 tested, 0.18% active | AID 720708; further: potency means the concentration at half of the fitted maximal effect; on the % scale 0 is the no-effect control and ±100 the full control effect; nearly all actives have a fitted effect of over 45% in size; many of its hits are not listed in these tables
Target sequence (Q8WZA2 whole entry, looked up): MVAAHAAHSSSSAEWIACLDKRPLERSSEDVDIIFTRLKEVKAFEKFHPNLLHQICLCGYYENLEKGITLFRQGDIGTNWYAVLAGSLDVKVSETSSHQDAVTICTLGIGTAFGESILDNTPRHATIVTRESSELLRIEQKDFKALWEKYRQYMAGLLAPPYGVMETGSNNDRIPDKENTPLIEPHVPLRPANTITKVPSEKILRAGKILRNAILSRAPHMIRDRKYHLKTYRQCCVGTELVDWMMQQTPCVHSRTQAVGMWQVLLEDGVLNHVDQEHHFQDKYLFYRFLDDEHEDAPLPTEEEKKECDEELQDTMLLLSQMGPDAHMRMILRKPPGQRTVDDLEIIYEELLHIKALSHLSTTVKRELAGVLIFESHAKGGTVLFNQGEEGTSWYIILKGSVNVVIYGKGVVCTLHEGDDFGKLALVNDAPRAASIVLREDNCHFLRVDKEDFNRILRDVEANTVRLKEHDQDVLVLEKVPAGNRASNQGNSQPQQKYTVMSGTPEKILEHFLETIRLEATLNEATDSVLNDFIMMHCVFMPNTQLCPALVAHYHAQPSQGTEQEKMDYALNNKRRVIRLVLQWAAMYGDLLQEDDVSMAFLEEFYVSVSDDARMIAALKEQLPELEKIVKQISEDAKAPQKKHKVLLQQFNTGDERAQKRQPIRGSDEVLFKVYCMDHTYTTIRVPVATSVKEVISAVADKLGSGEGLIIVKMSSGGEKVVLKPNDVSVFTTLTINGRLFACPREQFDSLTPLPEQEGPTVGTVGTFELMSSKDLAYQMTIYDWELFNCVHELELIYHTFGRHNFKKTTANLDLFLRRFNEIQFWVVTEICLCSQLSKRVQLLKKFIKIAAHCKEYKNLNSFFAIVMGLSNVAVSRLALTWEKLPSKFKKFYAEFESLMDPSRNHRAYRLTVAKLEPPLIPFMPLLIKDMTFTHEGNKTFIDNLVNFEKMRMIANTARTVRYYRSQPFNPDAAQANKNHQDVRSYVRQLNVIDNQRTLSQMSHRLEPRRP
Nrf2 block – Nrf2 pathway inhibition; A549 ARE-Fluc reporter, luciferase luminescence, 18-24 h; 360,000 tested, 2.1% active; Potency, µM (highest dose often 46 µM), for inactives: top-dose activity change, negative = inhibition, usual class: inhibitors; further: potency means the concentration at half of the fitted maximal effect; on the % scale 0 is the no-effect control and ±100 the full control effect; nearly all actives have a fitted effect of over 60% in size
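A549 ARE_Fluc cells, 5000/well, 5% FBS OPTI-MEM; compounds in dose-response, 18-24 h at 37 °C/5% CO2; CellTiter-Fluor viability read (Ex 405/Em 525), then BugLite luciferase luminescence = Nrf2 activity.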
TGFb inhibitor – TGF-b pathway inhibition. HepG2 CAGA-GFP TGF-b/SMAD3 reporter, GFP fluorescence, 18 h; TGF-beta stimulated, 500 pg/mL final. AID 588855. 410,000 tested, 1.2% active. Potency, µM (titrated, usually from 46.1 µM), for inactives: at the top dose activity, negative = inhibition, hits mostly inhibitors; further: potency means the concentration at half of the fitted maximal effect; on the % scale 0 is the no-effect control and ±100 the full control effect; nearly all actives have a fitted effect of over 65% in size
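Smad-responsive CAGA-GFP expression was quantified in HEPG2 cells exposed to compounds and 500 pg/mL final TGF-beta for 18 h at 37 degrees C; unstimulated wells defined full inhibition.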
EPAC2 agonist – EPAC2 (human) agonism. Q8WZA2. EPAC2 activation, biochemical qHTS; response scale: 100% = 6.5 mM cAMP response. Potency, µM (doses to about 154 µM), inactives show at the top dose activation, actives largely listed as activators. 360,000 tested, 0.079% active. AID 720711; further: potency means the concentration at half of the fitted maximal effect; nearly all actives have a fitted effect of over 50% in size
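In this primary screen, activation is scored as increased exchange of BODIPY-GDP from Rap1B by 100 nM EPAC2, with 50 uM GDP as competitor. Signal is normalized to the 6.5 mM cAMP agonist control.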
CCT modulator – modulators of cytosolic chaperonin (CCT/TRiC) activity; purified chaperonin ATPase assay, HTRF ADP detection, 30 min; activity change, % (no concentration beside the values), hits read low; 360,000 tested, 0.3% active; AID 651819; in the data active means activity change below about -30%; further: on the % scale 0 is the no-effect control and ±100 the full control effect
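ATPase activity: ADP formed was measured by HTRF Transcreener (665/615 nm ratio) after 30 min at 37 deg C with 10 uM ATP. Compounds screened at one 76 uM concentration against 40 or 20 nM TRiC in Tris pH 7.4/KCl/MgCl2/DTT buffer.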
Nrf2 ARE act – activates Nrf2 signaling | AREc32 ARE-luciferase reporter (MCF7-derived line), luminescence, 24 h | 410,000 tested, 0.31% active | AID 624171 | Potency, µM (doses to about 46.1 µM), for inactives: at the highest dose activation, actives largely listed as activators; further: potency means the concentration at half of the fitted maximal effect; % of control where 0% means no effect; nearly all actives have a fitted effect of over 65% in size
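Nrf2 activation is followed as ARE-luciferase induction in the AREc32 line after one day of compound treatment; luminescence is read with Steady-Glo.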
Mm-Cpn inhibitor – M. maripaludis TRiC chaperonin inhibition | purified Mm-Cpn ATPase, ADP Transcreener TR-FRET | Potency, µM (titrated, usually from 76.9 µM), without a hit: at the highest dose activity, negative = inhibition, most hits filed as inhibitors | 330,000 tested, 0.031% active | AID 504842; further: potency means the concentration at half of the fitted maximal effect; on the % scale 0 is the no-effect control and ±100 the full control effect; nearly all actives have a fitted effect of over 80% in size
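ATPase read-out: TR-FRET ADP immunoassay (anti-ADP Eu cryptate vs ADP-d2), ex 320 nm, em 590/665 nm; signal drops as ADP forms. Enzyme 25 nM, ATP 10 uM, 30 min at 37°C after 10 min compound preincubation.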
A549 tox – counter-screen for Nrf2 inhibitors: cytotoxicity in A549 cells; A549 ARE-Fluc cells, CellTiter-Fluor viability, 18-24 h; Potency, µM (titrated, usually from 46 µM), for inactives: top-dose activity change, negative = cytotoxicity, actives largely listed as inhibitors; 390,000 tested, 0.16% active; AID 504648; further: potency means the concentration at half of the fitted maximal effect; on the % scale 0 is the no-effect control and ±100 the full control effect
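A549 ARE-Fluc cells in 5% FBS OPTI-MEM, 5000 cells/well, rested 2 h then exposed to compounds in concentration-response for 18-24 h at 37 °C. Viability by CellTiter-Fluor fluorescence (Ex 405/Em 525) after 30 min; luciferase luminescence (BugLite, 15 min, RT) read afterwards.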
pAkt inh – inhibitors of Akt phosphorylation | AID 651550 | activity change, % for hits at 50 µM | Neuro2A IGF-stimulated pAkt S473 HTRF, 20 min; active compounds read low | 360,000 tested, 0.32% active; in the data active means activity change below about -80%; inconclusive means mostly about -51% to -80%; further: on the % scale 0 is the no-effect control and ±100 the full control effect
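Neuro2A cells (4,500/well, DMEM with 0.5% FBS) were treated with compound at a single 50 µM final concentration, stimulated with 6 nM IGF for 20 min at 37 °C, and lysed. Phospho-Akt Ser473 was read by HTRF as 665/615 ratio ×10^4.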
* hit, by the source's call; i = inactive; ? = inconclusive; nt = not tested or not shown; [ ] = remark or other dose. Unless noted, the call rests on the fitted dose curve; in most records, active means well fitted curve in the direction sought with a large enough effect; inconclusive means small, poorly fitted or top-dose-only effect, or another doubt; inactive means no such curve, though single readings can be large; an effect the other way counts as inactive or inconclusive.

SMILES	EPAC2 antagonist	Nrf2 block	TGFb inhibitor	EPAC2 agonist	CCT modulator	Nrf2 ARE act	Mm-Cpn inhibitor	A549 tox	pAkt inh
CSc1nccc(-c2c(-c3ccc(Cl)cc3)noc2C)n1	?	-5%	-17%	20%	-0.1	0.1%	3%	18%	i
CCNC(=O)C1CCCN(C(=O)c2ccc(C(=O)OC)cc2)CC1 (configuration not stated)	4%	nt	16%	-1%	0.6	-0.7%	nt	nt	i
Cc1ccc(C2CC(c3ccc(Br)cc3)=NN2C(=O)CSC2=NN3CCCC(=O)N=C3S2)cc1 (configuration not stated)	-9%	-20%	2%	-3%	1.0	-0.2%	-12%	-8%	i
O=C(CSc1nnc(-c2ccccn2)o1)Nc1ccccc1C(F)(F)F	3%	?	1%	6%	1.7	0.2%	1%	-10%	i
COc1cccc(N2CCN(C(=O)c3ccc(-c4ccccc4)cc3)CC2)c1	-12%	-7%	?	13%	-10	0.2%	1%	8%	i
O=C(Nc1ccc(Cl)cc1)c1ccc(OC2CSC2)cc1	4%	?	2%	6%	-1.5	0.7%	-1%	18%	i
CN(C)c1ccc(NC(=S)c2ccccn2)cc1	0%	?	?	5%	0.6	-3.1%	-2%	0%	i
CCn1c(SCC(=O)NNC(=O)c2ccccc2)nnc1-c1ccco1	2%	-15%	0%	5%	2.4	-0.6%	0%	-7%	i
O=C1CC(c2cccc(Cl)c2)CC(O)=C1C=Nc1ccccc1 (configuration not stated)	-3%	?	1%	20%	0.3	-0.2%	3%	-1%	i
Cc1ccc(C(=C2C3C=CC2C2C(=O)NC(=O)C32)c2ccc(C)cc2)cc1 (configuration not stated)	-7%	?	15%	-2%	-3.6	-0.6%	1%	-12%	i
COc1ccc(CN2CCNC(=O)C2CC(=O)NC2CC(C)(C)CC(C)(C)C2)cc1OC (configuration not stated)	-13%	1%	-2%	-21%	2.3	-0.6%	-5%	0%	i
Cc1cccc(C(=O)N2CCNC(=O)C2CC(=O)Nc2ccc(F)cc2)c1 (configuration not stated)	nt	5%	18%	nt	nt	-0.3%	nt	-1%	nt
Cn1cc(S(=O)(=O)NCc2ccc(Cl)cc2)c(=O)n(C)c1=O	19%	-7%	17%	-5%	1.7	0.1%	1%	5%	i
CCOC(=O)c1ccc(NC(=O)c2nc[nH]c2C(=O)N2CCc3ccccc3C2)cc1	5%	1%	19%	-1%	0.3	0.5%	-1%	-4%	i
COc1ccc(N=Nc2ccc(O)c(P(=O)(c3ccccc3)c3ccccc3)c2)cc1	8%	-8%	14%	2%	-6.7	-0.8%	2%	-1%	i
O=C(c1cnccn1)N(c1ccccc1)C1(C(=O)NC2CCCCC2)CCCCC1	10%	-2%	6%	5%	-0.4	0.2%	1%	0%	i
COc1ccc(CCn2c(C)cc(C(=O)COC(=O)c3cnccn3)c2C)cc1	-20%	-19%	-2%	6%	-2.1	0.5%	0%	1%	i
CCOC(=O)[C@]12CCC=C1N(Cc1cccc3ccccc13)C(=O)[C@H](CC(=O)NCCCCc1ccccc1)C2	-1%	nt	nt	12%	-2.0	1.1%	nt	nt	i
CCCNC(=O)C1CC(=O)N(c2ccc(OCc3ccc(Cl)cc3)cc2)C1 (configuration not stated)	?	?	5%	-2%	1.4	0.4%	2%	-7%	i
C=CCn1c(SCc2cc(=O)n3ccsc3n2)nc2cc(Cl)ccc2c1=O	0%	-12%	-25%	?	-3.4	-0.3%	0%	0%	i
N#CC(=C1SC=CS1)c1nc(-c2ccccc2)cs1	3%	?	-26%	-6%	0.0	7.1µM*	-8%	-11%	i
CC(c1ccncn1)N(C)Cc1nc(-c2ccc(C(F)(F)F)cc2)no1 (configuration not stated)	4%	?	-25%	-9%	-0.8	1.8%	1%	6%	i
NC(=O)C1CCN(Cc2nnnn2Cc2ccco2)CC1	-2%	-6%	2%	11%	-0.2	0.2%	0%	-2%	i
CC(OC(=O)CNC(=O)c1ccco1)C(=O)N(C)c1ccccc1 (configuration not stated)	2%	5%	1%	0%	0.9	0.4%	1%	-3%	i
CCC(C)NC(=O)C1c2ccccc2Oc2ccccc21 (configuration not stated)	0%	-5%	-1%	11%	-0.8	-1.2%	2%	1%	i

(listing goes on)
SMILES	EPAC2 antagonist	Nrf2 block	TGFb inhibitor	EPAC2 agonist	CCT modulator	Nrf2 ARE act	Mm-Cpn inhibitor	A549 tox	pAkt inh
c1ccc(-c2cn(-c3ccccc3)c3[n+]2CCS3)cc1	-2%	?	-14%	8%	-0.1	-0.7%	2%	-12%	i
CCOc1ccccc1C(=O)NCC(=O)N1CCC(C)CC1	-2%	?	4%	0%	-1.4	12%	1%	-1%	i
COc1ccc(C)cc1NC(=O)c1ccc(NC(=O)CC2SC(N3CCCC3)=NC2=O)cc1 (configuration not stated)	4%	-27%	-1%	-9%	-3.1	-0.3%	2%	-5%	i
O=C(O)CC1CC(O)CCC1=O (configuration not stated)	-1%	nt	2%	4%	-0.3	0.3%	nt	nt	nt
COc1cccc(NC2c3ccccc3C(=O)N2Cc2ccccc2Cl)c1 (configuration not stated)	?	2%	?	15%	-3.2	-1.4%	2%	4%	i
Cc1oc2c(O)c(O)ccc2c(=O)c1-c1ccc(Cl)cc1	-9%	1%	-10%	3%	-2.7	4.5%	-18%	-5%	i
Cc1cc(N2C(=O)C3C4C=CC(C4)C3C2=O)no1 (configuration not stated)	1%	13%	2%	-1%	-3.0	-0.3%	2%	0%	i
Oc1ccc(/C=N/Nc2nc(-c3ccccc3F)nc3ccccc23)c(O)c1	-9%	?	?	25%	-0.2	-3.6%	-2%	-11%	i
O=c1cc(-c2ccccc2)[nH][nH]1	-2%	5%	-14%	13%	-2.5	19%	1%	4%	i
O=C(CN1C(=O)c2ccccc2C1=O)NCCc1c[nH]c2ccccc12	-4%	8%	-4%	-1%	-0.7	0.2%	1%	12%	i
O=C1Cc2cc([N+](=O)[O-])ccc2N1c1c(Cl)cccc1Cl	-1%	1%	-1%	8%	-1.9	-2.3%	-3%	3%	i
O=C(O)CSc1nnc(COc2cccc3ccccc23)o1	2%	6%	0%	0%	1.8	0.4%	?	0%	i
COc1ccc(CNC(=O)CN(c2ccc(OC)c(Cl)c2)S(=O)(=O)c2ccc(C)cc2)cc1	-2%	9%	-6%	10%	1.8	0.0%	-1%	-3%	i
CCOCCCn1c(SC(C)C(=O)NCC2CCCO2)nc2sc(C)c(C)c2c1=O (configuration not stated)	-8%	-20%	10%	0%	-1.2	-0.6%	-3%	-12%	i
O=C(CCCOc1ccc(Cl)cc1)NC1CCCCC1	18%	5%	-8%	8%	0.5	-1.2%	1%	-1%	i
O=C(NCCc1cn2cccnc2n1)C1CCC(=O)N(Cc2ccccc2F)C1 (configuration not stated)	-10%	nt	-3%	11%	0.6	0.4%	nt	nt	i
CCOCCCNC(=O)c1ccc2c(c1)ncn2-c1ccccc1OC	3%	-26%	4%	9%	1.8	0.0%	-1%	5%	i
CC(C)CC(c1nnnn1Cc1ccccc1)N1CCN(C(=O)c2ccco2)CC1 (configuration not stated)	9%	nt	?	-2%	0.7	-0.4%	-1%	1%	i
C[C@@H](C(=O)NCCc1ccc(F)cc1)N1C(=O)N2CCc3c([nH]c4ccccc34)[C@@]2(C)C1=O	-9%	?	?	17%	1.1	5.4%	1%	-8%	i
C[C@@H]1CCCCO[C@H](CN(C)S(=O)(=O)c2cccs2)[C@@H](C)CN([C@H](C)CO)C(=O)c2cc(NC(=O)C3CCCCC3)ccc2O1	4%	nt	30%[activator]	-4%	-0.2	0.8%	nt	nt	i
COc1cc(/C(C)=N/NC(=O)CN2CCN(S(=O)(=O)c3ccc(C)cc3)CC2)ccc1O	4%	1%	-2%	20%	-2.3	-0.7%	-3%	1%	i
CCN(CC)S(=O)(=O)c1ccc(-c2nnc(SCc3nnc(-c4ccccc4)o3)o2)cc1	14%	?	10%	0%	-0.4	-0.5%	1%	-10%	i
Cc1ccsc1C(=O)Nc1ccccc1N1CCCC1	-2%	-9%	0%	7%	1.0	2.4%	-4%	1%	i
COC(=O)CN1C(=O)[C@H]2[C@@H](C3CC3)N3C(=O)CN(CCO)C(=O)[C@@]3(Cc3ccccc3)[C@H]2C1=O	35%	13%	5%	-5%	-0.7	-0.3%	1%	-1%	i
CC(C)(C)OC(=O)N1CCC(c2c(C(=O)N3CCN(c4cccc(Cl)c4)CC3)cnn2-c2cccc(Cl)c2)CC1	nt	?	-2%	nt	nt	-0.2%	nt	-29%	nt
CCc1cc(=O)oc2cc(C)c(CN3CCCC(C)C3)c(O)c12 (configuration not stated)	-5%	-7%	-1%	4%	-3.1	-0.2%	-3%	1%	i
Brc1ccc(-c2nnc3sc(CNCc4ccc5c(c4)OCO5)cn23)cc1	0%	0%	2%	8%	-2.1	-0.6%	-2%	-8%	i

Among those listed so far, these have an NH in an aromatic ring.
SMILES	EPAC2 antagonist	Nrf2 block	TGFb inhibitor	EPAC2 agonist	CCT modulator	Nrf2 ARE act	Mm-Cpn inhibitor	A549 tox	pAkt inh
CCOC(=O)c1ccc(NC(=O)c2nc[nH]c2C(=O)N2CCc3ccccc3C2)cc1	5%	1%	19%	-1%	0.3	0.5%	-1%	-4%	i
O=c1cc(-c2ccccc2)[nH][nH]1	-2%	5%	-14%	13%	-2.5	19%	1%	4%	i
O=C(CN1C(=O)c2ccccc2C1=O)NCCc1c[nH]c2ccccc12	-4%	8%	-4%	-1%	-0.7	0.2%	1%	12%	i
C[C@@H](C(=O)NCCc1ccc(F)cc1)N1C(=O)N2CCc3c([nH]c4ccccc34)[C@@]2(C)C1=O	-9%	?	?	17%	1.1	5.4%	1%	-8%	i

The list is partial; the hit share may differ from the screen's.
